Assay outcomes: PubChem, National Center for Advancing Translational Sciences (NCATS)
GPT2 inhibitor: blocks human glutamate pyruvate transaminase 2; Q8TD30; Recombinant GPT2, coupled pyruvate oxidase/HRP Amplex Red fluorescence; Potency, µM (titrated, usually from 57.7 µM), for inactives: at the top dose activity change, negative = inhibition, hits mostly inhibitors; 0.25% of 100,000 active; AID 1671188; further: potency means the concentration at half of the fitted maximal effect; nearly all actives have a fitted effect of over 60% in size; many of its hits are not listed in these tables
Target sequence (Q8TD30 whole entry, looked up): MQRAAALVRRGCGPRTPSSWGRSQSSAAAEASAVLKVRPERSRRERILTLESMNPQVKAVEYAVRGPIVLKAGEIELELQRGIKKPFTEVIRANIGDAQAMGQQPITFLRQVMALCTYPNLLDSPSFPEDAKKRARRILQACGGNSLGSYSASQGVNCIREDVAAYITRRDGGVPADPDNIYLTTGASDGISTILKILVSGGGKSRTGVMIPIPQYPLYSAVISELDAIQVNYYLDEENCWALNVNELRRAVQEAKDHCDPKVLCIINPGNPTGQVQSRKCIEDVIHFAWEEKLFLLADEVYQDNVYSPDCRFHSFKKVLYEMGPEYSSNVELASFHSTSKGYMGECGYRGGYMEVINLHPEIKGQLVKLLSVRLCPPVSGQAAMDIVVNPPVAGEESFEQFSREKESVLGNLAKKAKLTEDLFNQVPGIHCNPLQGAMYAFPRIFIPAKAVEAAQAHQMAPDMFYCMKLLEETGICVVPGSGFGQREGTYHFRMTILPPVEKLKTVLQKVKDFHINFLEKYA
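Fluorescence read-out: pyruvate from GPT2 turnover coupled to pyruvate oxidase, HRP and Amplex Red (0.2mM ThPP, 0.2U/mL PO and HRP, 50uM Amplex final). Substrates 250uM a-KG, 2mM L-alanine; enzyme 10ng/uL; 30 min RT.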
Luciferase inh: inhibitors of firefly (Photinus pyralis) luciferase; purified P. pyralis luciferase, luminescence, biochemical; Potency, µM (series often up to 115 µM), for inactives: at the top dose activity change, negative = inhibition, actives largely listed as inhibitors; 2.5% of 76,000 active; AID 1347043; further: potency means the concentration at half of the fitted maximal effect; nearly all actives have a fitted effect of over 65% in size
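Purified P. pyralis luciferase (10nM final) in 50mM Tris acetate pH 7.5, 10mM Mg acetate, 0.01% Tween-20, 0.05% BSA with 10uM D-luciferin and 10uM ATP. Compounds titrated qHTS. Luminescence imaged on CCD.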
IP6K1 inhibitor: IP6K1 kinase inhibition | Q92551 | IP6K1 kinase, ADP-Glo luminescence, 2 h; hits give low values | activity change, % (series mostly up to about 58 µM) | 0.81% of 140,000 active | AID 1645851; in the data active means activity change below about -25%
Target sequence (Q92551 whole entry, looked up): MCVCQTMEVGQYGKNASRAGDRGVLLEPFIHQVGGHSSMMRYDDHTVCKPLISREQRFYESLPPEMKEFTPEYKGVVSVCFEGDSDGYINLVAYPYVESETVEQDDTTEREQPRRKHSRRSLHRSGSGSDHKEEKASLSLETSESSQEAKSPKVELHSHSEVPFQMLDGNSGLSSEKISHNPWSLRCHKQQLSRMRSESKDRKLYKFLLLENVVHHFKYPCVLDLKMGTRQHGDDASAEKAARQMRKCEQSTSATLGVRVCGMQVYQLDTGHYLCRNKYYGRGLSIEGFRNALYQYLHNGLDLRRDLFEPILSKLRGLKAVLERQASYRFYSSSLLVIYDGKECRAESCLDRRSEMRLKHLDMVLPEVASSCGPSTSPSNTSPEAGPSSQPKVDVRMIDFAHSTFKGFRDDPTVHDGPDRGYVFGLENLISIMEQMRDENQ
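ADP-Glo luminescence measures ADP made by human IP6K1 during a 2 h RT reaction with ATP/IP6 (mix at 1.3 mM/130 uM); top library doses 57.5 and 19.1 uM final.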
HEK293 viab: counter-screen for SNCA expression inhibitors: cell viability | HEK-293-SNCA-luc viability, GF-AFC fluorescence, 24 h | Potency, µM (series often up to 57.1 µM), for the others: top-dose activity change, negative = cytotoxicity, most hits filed as cytotoxic | 0.12% of 150,000 active;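 further: potency means the concentration at half of the fitted maximal effect; 0% = DMSO-treated cells and -100% = medium-only wells without cells; nearly all actives have a fitted effect of over 30% in size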
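HEK-293-SNCA-luc cells (1500/well) plated 24 h, then exposed 24 h to a dilution series; GF-AFC added 30 min at 37C, fluorescence 405/540 nm; normalised to medium-only and DMSO wells, Hill fit.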
SNCA expr inhib: inhibitors of alpha-synuclein (SNCA) gene expression; Potency, µM (doses to about 57.2 µM), without a hit: top-dose activity change, negative = inhibition, most hits filed as inhibitors; HEK-293 SNCA-luciferase knock-in, luminescence, 24 h; 0.17% of 140,000 active;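 further: potency means the concentration at half of the fitted maximal effect; plate controls were DMSO cells for no effect and cell-free wells for full effect; nearly all actives have a fitted effect of over 45% in size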
HEK cytotox: HEK 293 cell cytotoxicity; HEK 293 viability, ATP luminescence (CellTiter-Glo), 48-72 h; Potency, µM (series often up to 115 µM), for the others: top-dose activity change, negative = cytotoxicity, most hits filed as inhibitors; 6.6% of 94,000 active; further: potency means the concentration at half of the fitted maximal effect; nearly all actives have a fitted effect of over 60% in size
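Cells seeded first (HEK 293, 250 cells/well), then compound added by pintool. Incubation ran 48 or 72 hr at 37 degree Celsius. CellTiter-Glo was added and luminescence imaged after 10 min at room temperature.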
3T3 cytotox: kills NIH 3T3 cells; NIH 3T3 viability, CellTiter-Glo ATP luminescence, 48-72 h; Potency, µM (highest dose often 96.7 µM), for inactives: at the highest dose activity change, negative = cytotoxicity, most hits filed as inhibitors; 4.3% of 94,000 active; AID 1345082; further: potency means the concentration at half of the fitted maximal effect; nearly all actives have a fitted effect of over 55% in size
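Luminescent ATP readout (CellTiter-Glo, 10 min RT) after 48 or 72 hr compound exposure of NIH 3T3 cells seeded at 400 cells/well in 1536-well format; quantitative HTS.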
Starred values were filed as active, the others as inactive; i = inactive; ? = inconclusive; / = no result given; [ ] = another dose, or the depositor's remark. Unless noted, the call rests on the fitted dose curve; in most records, active means well fitted curve in the direction sought with a large enough effect; inconclusive means small, poorly fitted or top-dose-only effect, or another doubt; inactive means no such curve, though single readings can be large; an effect the other way counts as inactive or inconclusive. Unless noted, on the % scale 0 is the no-effect control and ±100 the full control effect. The order is random (roughly 7.8% active in at least one column).

SMILES	GPT2 inhibitor	Luciferase inh	IP6K1 inhibitor	HEK293 viab	SNCA expr inhib	HEK cytotox	3T3 cytotox
CCC(=O)N1c2ccccc2CC1C(=O)NCCN1CCN(c2cccc(C)c2C)CC1 (centres undefined)	/	/	26.8	-8.1%	-12.4%	/	/
CC(=O)N1CC[C@H](c2nc3ncccc3[nH]2)C1	i	0.2%[230 µM]	6.7	5.4%[87.6 µM]	-17.0%[87.6 µM]	-1.8%[230 µM]	i
Cc1cccc(C(C)C)c1NC(=O)Cn1c(=O)oc2cc(S(=O)(=O)N3CCCC3)ccc21	/	/	10.3	11.1%	-12.4%	/	/
CCOc1ccc(C(=O)Nc2c(C(=O)c3ccc(OC)cc3)oc3ccccc23)cc1	/	/	12.6	?	5.6%	/	/
COc1ccc(-c2nn(-c3ccccc3)cc2C(=O)Nc2ccccc2OC)cc1	/	/	-2.2	4.4%	21.9%	/	/
CCCc1cc(N2CCN(c3ccccc3F)CC2)n2cnnc2n1	/	/	4.7	-4.5%	11.8%	/	/
C[C@]1(CO)C2CC[C@@H](O)[C@@H](CC(=O)N3CCOCC3)[C@]2(C)CC[C@H]1OC(=O)Nc1ccccc1 (some centres undefined)	-3.0%	0.9%	0.6	-6.2%	-3.8%	-4.0%	-28.2%
CCCC(=O)N1CC(=O)Nc2ccc(Cl)cc2C1c1ccccc1 (centres undefined)	/	/	-18.1	-6.0%	-11.9%	/	/
O=C(NCc1nnc2cc(-c3nc(C4CC4)no3)ccn12)c1cccc(Cl)c1	i	14.9%	33.4	-12.2%	-23.7%	?	?
Cc1nc2n(c1C(=O)Nc1cc(-c3ccc(F)cc3)[nH]n1)CCC(Nc1ccc(F)cc1)C2 (centres undefined)	-2.5%	?	5.6	-29.7%	?	?	31.6µM*
COCCN1CC2(CCCN(C(=O)CNC(N)=O)C2)CCC1=O (centres undefined)	-0.4%	-4.8%	3.0	-1.1%	-1.2%	-17.2%	-10.9%
CC(Oc1ccccc1)C(=O)N1CCC2(CC1)NC(=O)N(c1ccccc1Cl)N2 (centres undefined)	?	1.1%	4.0	?	-5.0%	?	?
O=C([C@@H]1C[C@H](F)CN1C(=O)Nc1ccccc1)N1CCCCC1	i	-2.9%	4.8	-8.2%	-14.5%	0.8%	1.9%
Cc1cc(Cl)ccc1S(=O)(=O)N1C[C@@H](C(N)=O)[C@H](C2CCN(C)CC2)C1	-10.5%	1.9%	1.2	8.2%[12.5 µM]	?	-0.1%	3.7%
CCN(CC)c1ccc(NC(=O)Cn2c3ncccc3c(=O)n2-c2ccccc2)c(C)c1	/	/	-9.9	-0.8%	-14.0%	/	/
CC(Oc1ccccc1)C(=O)N1CCC(n2cc(-c3nc(C4CC4)no3)nn2)C1 (centres undefined)	1.2%	0.6%	3.4	5.8%	-29.3%	-22.2%	-20.9%
COc1ccccc1NC(=O)c1cc(C2CC2)nc2c1c(C)nn2-c1ccc(C)cc1	/	/	15.3	-13.0%	-15.1%	/	/
CCNc1ccc(-c2nc(-c3ccccn3)no2)cc1[N+](=O)[O-]	/	/	4.6	-6.9%	33.1%[activator]	/	/
Cc1ccn(-c2cc(Cl)ccc2[C@@H](Oc2cc(-c3ccc(C[C@H](N)C(=O)O)cc3)nc(N)n2)C(F)(F)F)n1	-0.9%	/	-8.7	-7.7%	/	/	/
COc1cncc(CN2C[C@H]3[C@H](C2)[S+](=O)([O-])C(C)(C)C(=O)N3CC(C)C)c1	i	-2.1%[172 µM]	31.8	-1.8%[87.6 µM]	10.9%[87.6 µM]	4.5%[172 µM]	?
COCc1nnc(NC(=O)C2c3ccccc3C(=O)N(CC(C)C)C23CCCCC3)s1 (centres undefined)	i	13.2%	4.8	-17.7%	-6.1%	10.5%	2.9%
CC(C)C1c2nccn2CCCN1C(=O)c1cnco1 (centres undefined)	i	-1.5%	13.8	3.4%	27.6%	-13.3%	2.9%
O=C1CCCC(=O)C1C(=O)c1ccc(C(F)(F)F)cc1[N+](=O)[O-]	i	/	/	-4.4%	-27.3%	/	/
CCC1CN(C(=O)Nc2ccc(C)c(F)c2)c2ccccc2S1 (centres undefined)	/	/	-27.4*	9.6%	-19.5%	/	/
COC(=O)c1ccc(CSc2nc3c([nH]c4ccccc43)c(=O)n2-c2cc(C)cc(C)c2)o1	/	/	7.9	-10.5%	15.0%	/	/
CC1CCCC(O)CC(=O)c2c(O)cc(O)cc2CC(=O)O1 (centres undefined)	i	/	-9.4	-27.6%	/	/	/
Cc1ccc2c(c1)N(C(=O)CCC(=O)NCc1cccc(F)c1)CC(C)O2 (centres undefined)	/	/	0.3	3.9%	?	/	/
COc1ccc(C2N=C(N)Nc3nc4ccccc4n32)c(OC)c1OC (centres undefined)	/	/	2.7	-11.5%	1.7%	/	/
COCCC(=O)NCCC1CCN(C(=O)Nc2ccc(C)cc2)CC1	i	?	-4.9	5.7%	59.4%[activator]	15.7%	i
Cc1ccc(CN2C(=O)OC(c3cccc(NC(=O)c4cccs4)c3)C2C(=O)NCC(C)C)cc1 (centres undefined)	-20.1%	-21.9%	24.9	-10.1%	1.6%	?	?

Brought forward from above: two compounds, then new ones.
SMILES	GPT2 inhibitor	Luciferase inh	IP6K1 inhibitor	HEK293 viab	SNCA expr inhib	HEK cytotox	3T3 cytotox
COCCC(=O)NCCC1CCN(C(=O)Nc2ccc(C)cc2)CC1	i	?	-4.9	5.7%	59.4%[activator]	15.7%	i
Cc1ccc(CN2C(=O)OC(c3cccc(NC(=O)c4cccs4)c3)C2C(=O)NCC(C)C)cc1 (centres undefined)	-20.1%	-21.9%	24.9	-10.1%	1.6%	?	?
N#Cc1cccc(CN2CCC[C@H]2c2nc(-c3ccc(OC4CCCCC4)nc3)no2)c1	?	-16.9%[172 µM]	-2.0	-3.6%[87.6 µM]	7.3%[87.6 µM]	?	?
Cc1noc(C)c1[S+](=O)([O-])N1CCC(C(=O)N2CCC(N3CCOCC3=O)CC2)CC1	3.9%	/	0.0	7.7%	9.8%	i	i
Cc1nc2cccnc2n1-c1cccc(C(=O)NCCc2ccc(S(N)(=O)=O)cc2)c1	/	/	4.2	9.3%	43.2%[activator]	/	/
Cn1ncc2c(C(=O)Nc3cccc(Cl)c3)cc(C(C)(C)C)nc21	-2.1%[88.5 µM]	/	-5.8	-11.0%[87.6 µM]	?	63.1µM*	?
CN(C)C(=O)c1ccc2c(c1)N(C)C(CC(=O)NC(C)(C)c1ccccc1)CO2 (centres undefined)	0.5%	6.6%	8.8	3.4%	?	i	2.5%
O=C(Cc1cccc(F)c1)N1CCC2(CCCCO2)CC1	i	0.1%	14.5	-1.6%	14.9%	-23.7%	-15.2%
COc1ccc(Cn2c(C3CCN(C(=O)c4ccc(F)cc4)CC3)n[nH]c2=O)cc1	2.1%	-3.9%	-17.2	4.0%	-4.0%	3.7%	?
CCc1cccc(NC(=O)N2CCc3c(c4cc(F)ccc4n3C)C2)c1	?	-28.1%	-5.3	-1.6%	?	?	?
Cc1cn2nc(C(=O)NCc3cccnc3)cc2c(N2CCCC2)n1	i	7.3%	-14.2	6.3%	-20.5%	-1.8%	-17.1%
Cc1ccc(-c2nn(-c3cccc([N+](=O)[O-])c3)c3c2cnc2ccc(F)cc23)cc1	/	/	4.3	-7.0%	4.5%	/	/
CCc1ccc(NC(=O)C2CCN(S(=O)(=O)c3c(C)noc3C)CC2)cc1	/	/	-3.3	1.7%	7.5%	/	/
O=C(c1cccc(-c2ncc[nH]2)c1)N1CCn2nc(Cc3ccccc3)cc2C1	-8.2%[11.5 µM]	1.8%	7.6	4.4%	11.3%	?	?
CN1CC(=O)N(C2CCCC2)Cc2c1ncnc2N1CCN(c2ncccn2)CC1	-15.4%	-3.6%	7.2	1.6%	26.5%	-24.1%	-20.8%
COCCNC(=O)c1ccc2c(c1)N(C)C(CC(=O)N(C)CC(C)C)CO2 (centres undefined)	-28.1%	-1.7%	11.0	-3.9%	-21.8%	?	-23.3%
CCOc1ccccc1NC(=O)N(Cc1ccc(C)o1)C1CCN(C(C)=O)CC1	/	/	-3.5	-7.7%	4.8%	/	/
CC(C)CCn1c(SCc2ccc(F)cc2Cl)nc2ccsc2c1=O	/	/	6.5	-0.2%	-13.7%	/	/
COC1CN(c2cccc(F)c2)C12CCN(C(=O)CCC1CCCC1)CC2 (centres undefined)	i	2.4%	-6.6	2.0%	-24.3%	?	?
CN(C)CC(=O)N1Cc2ccccc2CC2(CCCN(CCc3ccccc3)C2)C1 (centres undefined)	2.3%	/	3.9	-8.9%	-2.9%	?	?
COc1ccccc1CNC(=O)CSc1nc2nc(C)c(Cc3ccccc3C)c(C)n2n1	/	/	4.0	1.2%	31.8%[activator]	/	/
COc1ccccc1OCCNC(=O)c1cn2ccnc(-c3ccc(C)cc3)c2n1	i	0.9%	6.7	-15.5%	-22.8%	-26.8%	-8.7%
Cc1ccc(C(=O)N(C)C2CCc3nn(CC4CC4)c(=O)n3CC2)c(=O)[nH]1 (centres undefined)	?	-4.3%	-7.2	7.6%	-22.5%	i	2.1%
F[C@@H]1CN(Cc2ccc(C(F)(F)F)cc2)C[C@@H]1OCc1nc2ccncc2[nH]1	0.1%[88.5 µM]	3.1%[172 µM]	8.9	-12.6%[87.6 µM]	-17.4%[87.6 µM]	?	?
O=C1NC2(CCN(Cc3ccc(C(F)(F)F)cc3)C2)OCc2ccccc21 (centres undefined)	-42.7%	1.2%	25.9	3.1%	0.7%	-23.5%	-23.3%
COCCNC(=O)c1cccc(Nc2nc3ccccc3n3nnnc23)c1	/	/	-1.3	-4.7%	-0.7%	/	/
O=C(c1ccoc1)N1CCC(Cc2nc(-c3ccccc3)n[nH]2)C1 (centres undefined)	i	-10.0%	-5.4	4.4%	-26.5%	-26.2%	?
Cc1cnc(C(=O)N2CCOc3ccc(CCC(=O)NCC4CC4)cc3C2)cn1	4.7%	1.0%	-3.9	-12.7%[12.5 µM]	1.2%	-0.2%	-6.3%
O=C1CCN(CC(O)COCc2ccco2)c2ccccc2CCN1CC1CC1 (centres undefined)	-1.0%[27.3 µM]	/	-1.8	3.2%[23.9 µM]	8.8%[25.6 µM]	-25.6%[57.5 µM]	?
COc1ccc2nc(C[C@@H]3C[C@@H](C(C)C)[C@H](CN4C(=O)C(C)=C(C)C4=O)C=C3C)[nH]c2c1	i	0.1%	5.4	?	-8.2%	?	?
CC(C)CCC(=O)N[C@@H]1CN(C)C[C@H]1CN(C)C	i	-6.9%	-1.8	-5.8%	17.4%	2.3%	-1.1%
O=C(COc1ccccc1)Nc1nnc(SCc2cc(=O)c3ccccc3[nH]2)s1	/	/	-16.3	-4.5%	3.6%	/	/
CN(C)C[C@@H]1CN(c2ccncn2)C[C@H]1NC(=O)c1ccc2ncccc2c1	i	0.4%	8.8	0.0%	-15.1%	-0.3%	-18.3%
